Source: PubChem BioAssay (Sanford-Burnham Center for Chemical Genomics)
SENP8 block – SENP8 (human) protease inhibition. inhibition, % at 20 µM. 360,000 tested, 0.64% active. AID 602440. Q96LD8. recombinant SENP8, Nedd8 substrate fluorescence; in the data active means inhibition mostly above about 40%, no sharp cut-off; inactive means mostly below about 27%
Target sequence (Q96LD8 whole entry, looked up): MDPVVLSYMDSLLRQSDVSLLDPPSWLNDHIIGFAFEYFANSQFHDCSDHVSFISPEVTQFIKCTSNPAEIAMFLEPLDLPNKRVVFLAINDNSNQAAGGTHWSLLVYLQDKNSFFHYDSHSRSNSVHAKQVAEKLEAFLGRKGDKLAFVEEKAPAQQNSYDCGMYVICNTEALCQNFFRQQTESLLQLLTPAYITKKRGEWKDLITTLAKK
PfGluPho inh – PfG6PD (Plasmodium falciparum) enzyme inhibition; 350,000 tested, 0.78% active; inhibition, % at 20 µM; PfGluPho enzyme, NADPH resazurin-diaphorase fluorescence;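 active means inhibition reaching at least a set limit at 20 µM in the primary screen, cut at about 59% in these data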;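 further: 0% = DMSO wells with substrate and 100% = DMSO wells lacking glucose-6-phosphate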
MPTP block – permeability transition pore inhibition; AID 602449; isolated mouse mitochondria, Ca2+ swelling absorbance, 30 min; inhibition, % at 10 µM; 360,000 tested, 1.4% active;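 active means inhibition of 50% or more, scaled per plate between neutral and stimulator controls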;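 further: 0% = DMSO wells given calcium and 100% = 1 mM EGTA wells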
* marks the source's active call; other numbers are inactive results; i = inactive. Some of the compounds tested, so the mix of outcomes need not match the whole.

molecule | SENP8 block | PfGluPho inh | MPTP block
C#CCN(C[C@H]1[C@H](OC(=O)NCc2ccc(OC)c(OC)c2)[C@H](OC(=O)NCc2ccc(OC)c(OC)c2)C[C@@H](C(=O)OC)[C@H]1C(=O)OC)S(=O)(=O)c1ccc(C)cc1 | 2 | 5 | 3.0
Cc1cn([C@H]2C[C@H](O)[C@@H](CNCc3ccc(N4CCN(C)CC4)cc3F)O2)c(=O)[nH]c1=O | -49 | -1 | 0.6
COc1ccc(C2CCc3cc4c(cc3C2=NO)OCO4)cc1OC (configuration not stated) | 3 | -9 | 4.8
COc1cccc(-c2n[nH]nc2C2=CC(=O)CC(C)(C)C2)c1 | -24 | 5 | -0.9
CCCCN1C[C@H](c2ccc(Br)cc2)[C@@H](CC(=O)Nc2ccc(Br)cc2)C1=O | 2 | 17 | 0.0
CC(C)C[C@H](NC(=O)c1[nH]cnc1C(=O)Nc1ccccc1F)C(=O)OC(C)(C)C | 21 | 16 | -0.9
CC(C)CC1C(=O)N(Cc2cn(CC3CCCCC3)nn2)CCS(=O)(=O)N1Cc1ccc(-c2ccc(Cl)c(Cl)c2)cc1 (configuration not stated) | 17 | 27 | -1.1
O=C(CCN1C(=O)c2ccccc2C1=O)c1ccccc1 | 8 | 1 | 0.1
O=C1CCCCc2cc(O)c(O)cc21 | 15 | -19 | 0.3
C[C@@H]1CN([C@H](C)CO)C(=O)CCCn2nncc2CO[C@@H]1CN(C)C(=O)Nc1ccc2c(c1)OCO2 | 16 | -5 | -1.0
CC(C)(C)S(=O)(=O)N1C[C@H]2CC/C=C\C/C=C\2[C@@H]1CCO | 6 | 4 | 0.5
COc1ccc(NC(=O)c2ccc(NC(=O)c3cccnc3)cc2)cc1 | 3 | 1 | -0.6
COc1ccc([C@H]2C[C@H](n3cc(-c4ccc(F)cc4)nn3)[C@@H](O)CN2CC2CCCCC2)cc1 | 11 | 29 | -0.3
O=C(Nc1cccc(-c2cccc(Cl)c2)c1)C1CCN(Cc2nccs2)CC1 | 15 | -4 | 2.1
O=C(NCCN1CCOCC1)c1ccc2c(c1)N(Cc1cccc(Cl)c1)C(=O)c1ccccc1S2(=O)=O | 14 | -4 | -0.9
CCCCc1c(O)nc(SCC(=O)N2CCOCC2)n(-c2ccc(C)cc2)c1=O | 13 | -23 | -0.1
OCC1OC(n2cnc3c(SCc4ccccc4)nc(NO)nc32)C(O)C1O (configuration not stated) | 4 | 46 | 1.2
CC1(C)CN(CCc2ccccc2)C(=O)[C@H]1CC(=O)Nc1ccccc1 | 8 | -7 | -2.2
C[C@H](CO)N1C[C@H](C)[C@@H](CN(C)Cc2ccc3c(c2)OCO3)Oc2cc(Br)ccc2S1(=O)=O | -3 | 9 | -1.4
CC(=O)c1c(O)c(C)c(O)c2c1OC1=Cc3c(c(C)nn3-c3ccccc3)C(=O)C12C (configuration not stated) | 28 | -4 | 1.6
CCc1nnc(NC(=O)c2cccc(S(=O)(=O)N3CCN(C)CC3)c2)s1 | 10 | 6 | -0.9
CC(=O)Nc1ccc(C=CC(=O)c2ccc([N+](=O)[O-])cc2)cc1 | 8 | 6 | -0.6
CN(C)c1ccc(/C=C2\c3ccccc3C(=O)N2c2ccccc2)cn1 | -313 | 26 | 0.8
C[C@@H]1CN([C@H](C)CO)C(=O)CCCn2cc(nn2)CO[C@H]1CN(C)S(=O)(=O)c1ccc(-c2ccccc2)cc1 | 15 | 2 | 0.3
O=C1C2C3C=CC(C3)C2S(=O)(=O)C2C3C=CC(C3)C12 (configuration not stated) | 10 | -12 | -0.4
COc1ccccc1S(=O)(=O)N(C)C[C@@H]1OCc2cnnn2CCCC(=O)N([C@@H](C)CO)C[C@H]1C | 12 | 4 | 0.1
CC1=C(C(=O)N(C)C)CC(CC(=O)NCc2ccco2)C(=O)N1Cc1ccccc1 (configuration not stated) | -2 | -6 | -1.3
CCOC(=O)c1ccc(NC(=O)c2nc[nH]c2C(=O)N[C@@H](C)CO)cc1 | -9 | 0 | -0.5
CCN(CC)CCNc1ccc(CO)c2oc3ccccc3c(=O)c12 | 17 | 2 | 0.0
O=C(NCCS(=O)(=O)NCc1cccs1)c1ccccc1 | 6 | -6 | 0.3

Whole records, quoted from the list. Values in the order: SENP8 block, PfGluPho inh, MPTP block
Results for Cc1cn([C@H]2C[C@H](O)[C@@H](CNCc3ccc(N4CCN(C)CC4)cc3F)O2)c(=O)[nH]c1=O : -49, -1, 0.6
Results for COc1ccc(C2CCc3cc4c(cc3C2=NO)OCO4)cc1OC (configuration not stated) : 3, -9, 4.8
Results for CC(=O)c1c(O)c(C)c(O)c2c1OC1=Cc3c(c(C)nn3-c3ccccc3)C(=O)C12C (configuration not stated) : 28, -4, 1.6
Results for COc1ccc([C@H]2C[C@H](n3cc(-c4ccc(F)cc4)nn3)[C@@H](O)CN2CC2CCCCC2)cc1 : 11, 29, -0.3
Results for CCCCc1c(O)nc(SCC(=O)N2CCOCC2)n(-c2ccc(C)cc2)c1=O : 13, -23, -0.1

Next entries
molecule | SENP8 block | PfGluPho inh | MPTP block
O=C(C[C@@H]1C[C@H]2c3cc(NC(=O)C4CCC4)ccc3O[C@H]2[C@@H](CO)O1)NCc1ccc(-c2ccccc2)cc1 | 0 | -1 | 0.3
COc1ccc(CNCCCn2cnc3c(SC)ncnc32)cc1 | 2 | -20 | -1.2
Cc1cc(C)c(SSc2nnnn2-c2ccccc2)c(C)c1 | 26 | 113* | 6.2
O=C(Cc1ccc(Br)cc1)Nc1cccc(S(=O)(=O)N2CCCCC2)c1 | 4 | 1 | 14
CC(C)NC(=O)N(C)C[C@@H]1Oc2cc(C#Cc3ccccn3)ccc2S(=O)(=O)N([C@@H](C)CO)C[C@H]1C | -3 | 15 | -1.2
COc1ccc(OC)c(C=Cc2ccc([N+](=O)[O-])cc2)c1 | -17 | 19 | 0.1
O=C1NC(=O)C2(CCCc3ccc([N+](=O)[O-])cc32)N1 (configuration not stated) | 2 | 9 | -1.9
C/C=C/c1ccc2c(c1)O[C@H](CN(C)C(=O)NC1CCCC1)[C@H](C)CN([C@H](C)CO)S2(=O)=O | 14 | -9 | -0.3
CC(C)CC1C(=O)N(Cc2cn(CCC3OCCO3)nn2)CCS(=O)(=O)N1Cc1ccc(-c2ccc(F)cc2)cc1 (configuration not stated) | 9 | 30 | -2.0
CCCc1c(C(=O)N/N=C/c2ccc(-c3ccccc3)cc2)nnn1-c1nonc1N | i | 5 | -0.9
CCc1ccc(NC(=O)c2ccc3c(c2)CCN3S(C)(=O)=O)cc1 | 4 | 6 | 1.6
COCCCN1C(=O)C(CC(=O)NC(c2ccccc2)c2ccccc2)CC(C(=O)N2CCOCC2)=C1C (configuration not stated) | 8 | 1 | -0.6
Cc1ccc(NC(=O)c2sc3ncn(CC(=O)N4CCN(c5ccccn5)CC4)c(=O)c3c2C)cc1 | 11 | -1 | -0.7
CCCCCCN1C[C@H](O)[C@@H](n2cc(C3CC3)nn2)C[C@@H]1c1ccc(OC)cc1 | 6 | 9 | -2.9
COc1ccc2oc(=O)cc(CN3CCN(Cc4ccccc4)CC3)c2c1 | -86 | 2 | 3.4
O=C(CSc1nnc2ccc(-c3ccccn3)nn12)Nc1ccc(F)cc1 | -56 | 17 | -0.9
CC1CCC(NC(=O)CN2CCN(S(=O)(=O)c3ccc(Br)s3)CC2)CC1 (configuration not stated) | 23 | -6 | 0.1
C[C@H]1CCCCO[C@@H](CN(C)S(=O)(=O)c2ccc(F)cc2)[C@@H](C)CN([C@@H](C)CO)C(=O)c2cc(NC(=O)Nc3ccc4c(c3)OCO4)ccc2O1 | 14 | 23 | 1.5
CN(C(=O)Nc1ccc(F)cc1)[C@H]1C[C@H]2c3[nH]c4ccccc4c3CCN2C(=O)[C@H]1CO | -46 | 20 | -0.6
CCn1c(C)nnc1SCC(=O)Nc1ccc(OC)cc1 | 8 | -4 | -1.0
Cc1ccc(S(=O)(=O)N2CCOCC2)cc1NC(=O)Cn1nnc(-c2ccccc2)n1 | 6 | -6 | 1.3
NC(CSC(c1ccccc1)(c1ccccc1)c1ccc2c(c1)OCO2)C(=O)O (configuration not stated) | 8 | -15 | 0.0
COc1ccc(CCNC(=O)c2c(O)c3cc(OC)c(OC)cc3[nH]c2=O)cc1OC | i | -13 | 0.6
CCn1c(O)c(N=NC(=O)CNC(=O)c2cccnc2)c2ccccc21 | 11 | -9 | -1.3
NC(=O)C1(N2CCCCC2)CCN(C(=O)c2cc(COc3c(F)cccc3F)on2)CC1 | 22 | 18 | -1.1
CCn1c(C)cc(C(=O)CSc2nnc(C3CC3)n2C2CC2)c1C | 15 | 31 | 1.6
COCCCN1C(=O)C(CC(=O)NCc2ccco2)CC(C(=O)N(C)C)=C1C (configuration not stated) | 4 | 9 | 0.2
CN(c1ccccc1)S(=O)(=O)c1cccc(NC(=O)CCNC(=O)c2ccco2)c1 | 6 | 5 | 0.6
CCCCCCCCCC1NC(C(=O)O)Cc2c1[nH]c1ccccc21 (configuration not stated) | -15 | 1 | 0.1
COc1ccc(NC(=O)c2ccc(NC(=O)CN3CCN(c4ccccc4OC)CC3)cc2)cc1 | 10 | -3 | 0.6

4 compounds out of the list, ordered by count of non-hydrogen atoms, ascending.
molecule | SENP8 block | PfGluPho inh | MPTP block
COc1cccc(-c2n[nH]nc2C2=CC(=O)CC(C)(C)C2)c1 | -24 | 5 | -0.9
CCc1ccc(NC(=O)c2ccc3c(c2)CCN3S(C)(=O)=O)cc1 | 4 | 6 | 1.6
CCCCCCCCCC1NC(C(=O)O)Cc2c1[nH]c1ccccc21 (configuration not stated) | -15 | 1 | 0.1
CN(c1ccccc1)S(=O)(=O)c1cccc(NC(=O)CCNC(=O)c2ccco2)c1 | 6 | 5 | 0.6

Other structures.
molecule | SENP8 block | PfGluPho inh | MPTP block
O=S1(=O)CCN(C2CCCCCCC2)CC1 | 26 | 13 | -1.4
Cc1ccc(S(=O)(=O)NN=Cc2ccccc2Cl)cc1 | 4 | -7 | 8.0
CCOC(=O)c1c(C)[nH]c(C(=O)OC(C)C(=O)NC2(C#N)CCCCC2)c1C (configuration not stated) | 13 | 16 | 0.8
C#CCN(Cc1ccco1)C(=O)c1cc(COc2cccc3cccnc23)on1 | -65 | 7 | -0.4
O=C1CSC(=S)N1N=Cc1c[nH]c2ccc(Br)cc12 | -2 | 29 | 1.1
C[C@@H]1CN([C@@H](C)CO)C(=O)CCCn2nncc2CO[C@@H]1CN(C)C(=O)Nc1ccccc1F | -13 | 16 | -0.8
Cc1cccc(CSCC(=O)N2CCN(S(=O)(=O)c3ccccc3C#N)CC2)c1 | 11 | 2 | -1.2
Cc1ccc(NC(=O)CN(C)CC(=O)Nc2ccc3c(c2)OCO3)cc1 | 4 | 14 | 1.2
COCCCN1C(=O)C(CC(=O)NC2CCCC2)CC(C(=O)N2CCOCC2)=C1C (configuration not stated) | 15 | 5 | 0.0
Cn1nc(C(=O)NCC(=O)Nc2ccc(F)c(F)c2)ccc1=O | 25 | 17 | 0.6
CCN(CC)C(=O)C1=C(C)N(Cc2ccc(C(C)(C)C)cc2)C(=O)C(CC(=O)NCc2ccco2)C1 (configuration not stated) | 7 | 23 | 0.2
C[C@H](CO)N1C[C@H](C)[C@@H](CN(C)S(=O)(=O)c2ccc(C#N)cc2)OCc2cnnn2CCCC1=O | 12 | 10 | -0.6
Cc1ccc(NC(=O)COC(=O)c2ccco2)cc1S(=O)(=O)N1CCCCC1 | 14 | -5 | 0.0
O=C(COC(=O)c1ccc(F)cc1F)Nc1ccc2c(c1)OCO2 | 12 | 7 | -0.5
COc1ccc(NC(=O)Nc2ccc3c(c2)C(=O)N([C@H](C)CO)C[C@H](C)[C@@H](CN(C)Cc2ccc(Cl)c(Cl)c2)OCCCC[C@@H](C)O3)cc1 | 24 | 7 | -0.2
COC(=O)c1ccc(C(=O)OC)c(NC(=O)Cc2cccs2)c1 | -497 | -12 | 1.2
OCc1ccccc1Cn1ccnc1 | 4 | -20 | -1.0
O=C(NCc1ccco1)c1ccc(CS(=O)c2ccccc2Cl)o1 (configuration not stated) | 20 | 10 | 0.4
COc1ccc(C(=O)N/C(=C\c2ccc(-c3cccc([N+](=O)[O-])c3)o2)C(=O)NCCCN2CCOCC2)cc1 | 35* | -18 | 0.4
COc1cccc(/C=C2\SC(=S)N(CCCC(=O)Nc3cccc(C(=O)O)c3)C2=O)c1 | 16 | -23 | 0.7
CC1=C(C(=O)N2CCOCC2)CC(CC(=O)NCc2cccs2)C(=O)N1CCC1=CCCCC1 (configuration not stated) | -165 | -1 | -1.0
CC(=O)Nc1ccc2c3c(ccc([N+](=O)[O-])c13)CC2 | 25 | 2 | -1.4
CC(C)(C)NC(=O)CN1C(=O)c2cccc3cccc1c23 | -328 | -9 | -0.1
CC(C)N(Cc1ccccc1)S(=O)(=O)c1ccc(-n2cccn2)cc1 | 8 | 23 | 0.4
ON=C(c1ccccc1)c1ccc2c3c(cccc13)CC2 | 11 | -1 | 2.1
O=C(C[C@H]1C(=O)N(Cc2ccccc2)C[C@@H]1c1ccc(Br)cc1)Nc1ccc(Br)cc1 | 2 | 25 | -0.2
